Screening results from PubChem.
GC-B act: GC-B (human) receptor activation. P20594. HEK293-GC-B cells, CNP EC30, cGMP TR-FRET; 0% at EC30 CNP, 100% saturating CNP. activation, % at 10 µM. 0.11% of 370,000 active. AID 1920062;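 active means activation at 10 µM reaching about 35% in either raw or pattern-adjusted values, limit read from the data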
mABHD4 FP: ABHD4 (mouse) inhibition, primary FP screen; Q8VD66; purified mABHD4, FP-Rh probe fluorescence polarization; inhibition, % at 8.92 µM; 0.54% of 370,000 active; AID 720543;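 active means inhibition exceeding the mean over every tested compound plus 3 SD, cut at about 30% in these data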;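 further: 0% = plate median of compound wells and 100% = S159A mutant with DMSO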
Target sequence (Q8VD66 whole entry, looked up): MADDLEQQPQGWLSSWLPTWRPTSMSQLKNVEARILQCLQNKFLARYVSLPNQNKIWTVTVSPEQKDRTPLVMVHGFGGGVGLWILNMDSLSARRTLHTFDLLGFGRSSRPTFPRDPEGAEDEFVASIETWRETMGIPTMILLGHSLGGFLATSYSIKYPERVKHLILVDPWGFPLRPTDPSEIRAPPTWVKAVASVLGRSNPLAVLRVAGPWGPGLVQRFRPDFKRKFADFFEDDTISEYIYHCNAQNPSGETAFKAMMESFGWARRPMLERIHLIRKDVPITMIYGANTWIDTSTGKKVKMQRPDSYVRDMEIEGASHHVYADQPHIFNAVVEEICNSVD
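Doses – 8.92 µM, single dose · Material – wild-type mouse ABHD4 protein · Replication – single well per compound (singlicate) · Measure – percent inhibition of probe binding, normalized to plate controls · Schedule – 45 min compound pre-incubation plus 60 min probe step, 25 °C · Detection – fluorescence polarization with parallel and perpendicular emission, 525/598 nm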
PG9 binder: binds the HIV-1 gp120 antibody PG9; TR-FRET gp120-PG9 antibody binding; 0.43% of 360,000 active; inhibition, % at 6.7 µM; in the data active means inhibition above about 8.5%
ARFGAP1 inhibitor: inhibitors of rat ARFGAP1 | inhibition, % at 16.5 µM | Arfgap1-stimulated ARF1 GTP hydrolysis, GDP FP detection | 0.26% of 360,000 active | Q62848;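 active means inhibition above a per-plate limit, mean inhibition of low control wells plus 3 SD, cut at about 25% in these data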;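 further: 0% = DMSO wells with enzyme and 100% = wells lacking Arfgap1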
Target sequence (Q62848 1-136 limits assumed): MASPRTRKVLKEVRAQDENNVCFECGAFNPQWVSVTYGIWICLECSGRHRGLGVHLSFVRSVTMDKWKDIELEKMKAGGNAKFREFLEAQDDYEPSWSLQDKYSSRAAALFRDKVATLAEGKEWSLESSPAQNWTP
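Material: rat Arfgap1 catalytic domain, aa 1-136; also added: human ARF1(Δ1-17)-GTP substrate; compound dosing: one concentration, 16.5 µM, DMSO 1.26%; incubation: GTP hydrolysis reaction 2 h at 25 °C; measured by: Tracer-displacement fluorescence polarization with EDTA stop, 620/688 nm; evaluation: % inhibition from polarization; repeats: one replicate per compound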
rCAG binder: molecules binding r(CAG) RNA repeats. r(CAG) RNA repeat, TO-PRO-1 dye displacement fluorescence. inhibition, % at 3 µM. 1.3% of 370,000 active. AID 651821;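 active means inhibition above the plate cutoff, the mean of all test compounds on that plate plus 3 SD, cut at about 35% in these data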;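 further: 0% = DMSO alone and 100% = 100 µM mitoxantrone as full dye displacement; higher means more dye released from RNA so lower well fluorescence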
HTRA1 inhibitor: HTRA1 (human) protease inhibition. recombinant HTRA1, FP-rhodamine activity-based probe, fluorescence polarization. inhibition, % at 5.96 µM. 0.5% of 340,000 active. AID 504803; in the data active means inhibition above about 36%;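 further: 0% = enzyme with DMSO and 100% = wells lacking enzyme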
SMARCA2 act: increases SMARCA2 function in MMTV reporter cells; MG213 cells, MMTV-luciferase reporter, dexamethasone, overnight; activation, % at 9.1 µM; 1% of 370,000 active; in the data active means activation above about 7.8%;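 further: 0% = vehicle wells and 100% = reference activator wells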
NPR1 activator: GC-A (human) enzyme activation; activation, % at 10 µM; HEK293 GC-A cells, cGMP TR-FRET, EC30 ANP; 0% at EC30 ANP, 100% saturating ANP; P16066; AID 1671463; 0.14% of 370,000 active; in the data active means activation above about 40%
ASAP1 inh: ASAP1 ArfGAP inhibition; Q9ULH1; ASAP1-stimulated ARF1 GTP hydrolysis, GDP FP detection; inhibition, % at 16.5 µM; 0.19% of 360,000 active; in the data active means inhibition above about 25%;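 further: 0% = vehicle with enzyme and substrate and 100% = no enzyme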
NR1D1 modulator: modulators of human Rev-erb alpha DNA binding; Rev-erbα–FITC-DNA binding, fluorescence polarization, 90 min; activity, % at 10 µM; 0.79% of 370,000 active;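 active means activity above about 14%, limit read from the data; passing the limit was not always enough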;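 further: 0% = DMSO wells with 35 nM protein and 100% = DMSO wells with 750 nM protein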
Target sequence (P20393 whole entry, looked up): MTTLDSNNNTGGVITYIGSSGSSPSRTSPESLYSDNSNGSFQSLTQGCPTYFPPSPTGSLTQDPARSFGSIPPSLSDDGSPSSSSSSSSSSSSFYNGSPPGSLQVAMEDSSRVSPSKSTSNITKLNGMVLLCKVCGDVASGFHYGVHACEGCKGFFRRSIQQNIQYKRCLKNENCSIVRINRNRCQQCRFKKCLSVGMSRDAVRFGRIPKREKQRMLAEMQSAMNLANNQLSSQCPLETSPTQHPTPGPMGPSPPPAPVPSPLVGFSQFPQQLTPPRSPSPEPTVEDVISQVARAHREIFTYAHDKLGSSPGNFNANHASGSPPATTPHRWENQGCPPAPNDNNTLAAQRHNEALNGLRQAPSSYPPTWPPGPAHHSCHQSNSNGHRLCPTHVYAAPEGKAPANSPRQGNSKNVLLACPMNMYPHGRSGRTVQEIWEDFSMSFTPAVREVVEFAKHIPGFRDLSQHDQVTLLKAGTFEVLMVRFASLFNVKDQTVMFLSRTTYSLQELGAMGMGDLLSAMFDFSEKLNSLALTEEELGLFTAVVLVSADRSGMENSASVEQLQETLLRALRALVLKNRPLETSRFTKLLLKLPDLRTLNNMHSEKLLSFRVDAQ
Active calls of the source: *; / = no result given.

SMILES	GC-B act	mABHD4 FP	PG9 binder	ARFGAP1 inhibitor	rCAG binder	HTRA1 inhibitor	SMARCA2 act	NPR1 activator	ASAP1 inh	NR1D1 modulator
Brc1ccccc1OCCNCc1ccccc1	-7	12	-0.3	11	-5	3	3	0	-11	6
COc1cc(OC)nc(NC(=O)NS(=O)(=O)c2ccccc2Cl)n1	4	-3	-0.3	6	2	2	1	2	-5	-1
COc1ccc(OC)c(NC(=O)CN2C(=O)NC3(CCOc4ccccc43)C2=O)c1 (stereo unspecified)	1	-5	2.5	-4	-2	-4	-2	1	17	3
CN(C(=O)c1ccc2c(c1)CCO2)C(C)(C)C	0	0	0.6	0	-2	/	-6	2	1	2
CN(c1ccccc1)S(=O)(=O)c1cc(C(=O)N2CCN(c3ncccn3)CC2)ccc1Cl	2	-2	1.5	17	1	-5	-1	-1	-13	5
Fc1ccccc1Nc1nc(NCc2ccco2)nc(N2CCOCC2)n1	-3	-2	-1.8	5	0	-20	1	-2	-2	-2
Cc1ccnc(NS(=O)(=O)c2ccc(NC(=O)c3oc4ccccc4c3C)cc2)n1	9	-4	1.6	1	33	-6	-2	14	-1	4
Cc1ccc(C(=O)Nc2ccccc2N2CCCC2)cc1	0	6	-1.4	8	4	-2	-1	-2	-11	-2
CC(=O)NC1=NN(C(C)=O)C(C)(c2ccc(C)cc2)S1 (stereo unspecified)	3	13	0.3	9	-3	-2	-2	6	5	2
COc1ccc(S(=O)(=O)N[C@H](C(=O)O)C(C)C)cc1	3	1	-0.9	2	2	6	1	8	0	-3
CCc1ccc(-n2c(SCC(=O)c3ccc4c(c3)NC(=O)CO4)nc3ccccc3c2=O)cc1	1	0	1.2	0	2	-6	-3	-4	-6	13
Cc1ccc2nc3c(cc(C(=O)NCC4CCCO4)c(=N)n3CCCOC(C)C)c(=O)n2c1 (stereo unspecified)	-2	2	-1.3	-1	-1	-1	4	10	-19	1
O=C(Nc1ccccc1C(=O)NCc1ccco1)c1ccccc1	2	-16	-0.3	11	5	-11	1	0	0	-1
CCOC(=O)C1CCCN(C(=O)COc2ccc(S(=O)(=O)N3CCOCC3)cc2)C1 (stereo unspecified)	2	3	-1.1	-2	1	3	-4	0	-14	-3
O=C(O)C1Cc2ccccc2CN1C(=O)CCl (stereo unspecified)	3	5	-2.9	4	0	8	2	1	11	3
CC(C)(Oc1ccc(Cl)cc1)C(=O)Nc1ccc2oc(-c3ccncc3)nc2c1	-11	14	-2.7	-1	-3	-3	1	-14	-7	0
O=C(NCCN1CCOCC1)c1ccc(S(=O)(=O)Nc2ccccc2)cc1	-4	3	-1.3	-8	2	3	-3	-3	4	0
O=S(=O)(Nn1cnnc1)c1ccc2ccccc2c1	3	2	-1.5	-4	0	5	-1	3	-10	6
CCCCn1nnnc1C(c1cc2ccccc2o1)N1CCN(c2c(C)cccc2C)CC1 (stereo unspecified)	2	-3	0.4	2	3	/	1	2	-5	3
O=C(CNC(=O)C1CCCCC1)NNC(=O)c1ccccc1Br	1	-12	0.7	6	-3	5	-1	4	6	0

Taken from above.
Result of CC(=O)NC1=NN(C(C)=O)C(C)(c2ccc(C)cc2)S1 (stereo unspecified) under NR1D1 modulator: 2
Result of Cc1ccc(C(=O)Nc2ccccc2N2CCCC2)cc1 under rCAG binder: 4
Result of Cc1ccnc(NS(=O)(=O)c2ccc(NC(=O)c3oc4ccccc4c3C)cc2)n1 under mABHD4 FP: -4
Result of CCc1ccc(-n2c(SCC(=O)c3ccc4c(c3)NC(=O)CO4)nc3ccccc3c2=O)cc1 under NR1D1 modulator: 13
Result of COc1ccc(S(=O)(=O)N[C@H](C(=O)O)C(C)C)cc1 under GC-B act: 3

(cont.)
SMILES	GC-B act	mABHD4 FP	PG9 binder	ARFGAP1 inhibitor	rCAG binder	HTRA1 inhibitor	SMARCA2 act	NPR1 activator	ASAP1 inh	NR1D1 modulator
COC(=O)[C@@]12C[C@@H](CC(=O)N3CCSCC3)C(=O)N(Cc3ccc4c(c3)OCO4)C1=CCC(C)(C)C2	-3	6	1.1	11	2	/	-3	-1	-4	-4
Cc1ccc(C2=NN(S(C)(=O)=O)C(c3cccs3)C2)cc1 (stereo unspecified)	0	3	-0.1	2	2	-1	4	5	-7	-9
CC(=O)Nc1ccc(NC(=O)C2CCCN(c3nnc(-n4cccc4)s3)C2)cc1 (stereo unspecified)	-13	-12	1.9	4	9	2	0	-10	16	3
O=C(O)CC1S/C(=N\N=C/c2ccccc2)N(c2ccc(O)cc2)C1=O (stereo unspecified)	0	4	-3.3	2	6	-11	-2	0	1	5
CCn1c(SC(C)C(=O)OC)nnc1-c1c[nH]c2ccccc12 (stereo unspecified)	4	7	-1.0	9	2	4	-1	-5	-4	0
CN(C(=O)CCc1nc2ccccc2c(=O)[nH]1)C1CCS(=O)(=O)C1 (stereo unspecified)	7	2	0.4	1	6	3	1	-1	4	5
CCOC(=O)c1cnn(-c2ncnc3c2cnn3C)c1N	-6	0	0.4	-6	-3	-1	-1	6	6	3
COc1cc(/C=C2\SC(=O)N(c3ccccc3Cl)C2=O)cc([N+](=O)[O-])c1O	5	7	-0.9	7	55*	4	-2	16	7	18
Cc1cc(N2CCN(c3ccccc3)CC2)nc(-c2ccccc2O)n1	-1	2	2.0	12	0	2	3	-1	-13	-4
Cc1[nH]c2ccccc2c1C(=O)C(=O)N1CCOCC1	2	10	-1.7	13	-3	5	0	0	-7	-1
COc1ccc(OC)c(NC(=O)C(Sc2ccccc2)c2ccccc2)c1 (stereo unspecified)	-10	-22	-1.6	1	-5	-99	0	-15	8	0
CCOc1ccc(NS(=O)(=O)c2ccc(NC(C)=O)c(OC)c2)cc1	4	2	3.2	-4	1	6	-2	1	-8	1
Cc1cccnc1NC(=O)Nc1ccccc1	3	-6	0.1	-7	-1	5	2	1	15	1
Cc1nc([N+](=O)[O-])cn1CC(=O)Nc1ccc([N+](=O)[O-])cc1	4	0	0.0	5	0	3	-3	3	8	-1
Cc1ccc(/C=C2\C(=O)Nc3ccccc32)o1	-15	19	-5.9	-13	7	3	0	-7	5	-3
CCc1nc2c(cnn2-c2ccc(Cl)cc2)c(=O)n1-c1ccc(OC)cc1	0	-6	0.4	-5	-2	2	-3	2	0	1
CCCC[C@@H]1CC2=C(C(=O)OC(C)(C)O2)[C@H](c2ccc(C(C)C)cc2)O1	1	-1	-0.8	3	-2	/	2	0	5	7
CC1(C(=O)NCC2CCOCC2)Cc2c(-c3cccc(C(N)=O)c3)ccnc2O1 (stereo unspecified)	3	-6	0.4	-2	2	/	-2	0	-12	-11
O=C(COC(=O)c1cccs1)Nc1ccccc1Cl	0	-3	0.0	0	-1	4	0	-2	1	0
O=C(/C=C\c1cn(-c2ccccc2)nc1-c1ccccc1)Nc1nccs1	-7	1	4.4	50*	5	-15	-1	-3	50*	3
O=C(NCc1ccc2c(c1)OCO2)C1CCN(c2nccc(C(F)(F)F)n2)CC1	3	2	-2.1	11	-1	16	1	-3	14	7
Clc1ccc([C@H]2OC[C@@]3(CNCCc4c[nH]c5ccccc45)CS[C@H](c4ccc(Cl)cc4)N23)cc1	-4	3	/	/	3	/	0	-17	/	-1
COc1ccccc1NC(=O)CSc1nnnn1-c1ccc(C)cc1	-3	-4	0.6	-1	-7	-16	-2	0	-7	1
COC(=O)C1=C(O)/C(=C\c2ccc(CNC(=O)C(=O)Nc3ccc(C)cc3)o2)N=C1C	-7	16	-1.6	9	20	45*	0	0	8	-5
O=C1CCc2cc(Br)ccc2O1	0	-7	-2.2	-4	1	0	8.7*	1	-9	2
Cc1ccc(S(=O)(=O)N2CC(O)CC2C(=O)Nc2ccc3c(c2)CCC3)cc1 (stereo unspecified)	-8	2	-0.3	-7	2	-8	0	-2	-15	5
CC(=O)Oc1cccc(N2C(=O)c3ccc(C(=O)Nc4cccnc4)cc3C2=O)c1	-3	3	-0.8	4	-3	5	-2	-3	-8	2
Cc1nc(C(C)N(C)Cc2nc(-c3ccc4c(c3)OCO4)no2)c(C)s1 (stereo unspecified)	-3	1	-2.1	-4	-8	-3	3	-1	-2	-2
COc1ccccc1C(=O)N1CCC(N2CCN(c3ccccc3OC)CC2)CC1	3	17	-0.2	14	-8	7	0	-2	-2	-1
COc1ccc(-c2cc3c(=O)n(CC(=O)N4CCCCC4)ncn3n2)cc1	0	-1	-1.6	8	-1	-1	4	6	3	19
Cc1[nH]c2ccc(F)cc2c1CCN(Cc1cccnc1)C(=S)Nc1ccc(F)cc1	-8	-8	0.8	10	2	-18	-2	-19	6	-4
O=C(COc1ccccc1F)NCC(c1ccco1)N1CCCC1 (stereo unspecified)	3	2	-2.7	16	-4	2	1	3	-1	-1
COC(=O)[C@]12C[C@H](CC(=O)N3CCCC3)C(=O)N(Cc3ccco3)C1=C[C@H](C(C)(C)C)O[C@@H]2C	-14	6	/	/	-2	/	0	-13	/	-8
Cc1cc[n+]2cc(-c3cccc([N+](=O)[O-])c3)c(-c3cccc([N+](=O)[O-])c3)cc2c1	4	8	-0.1	-8	8	22	-2	12	4	0
CC1=C[C@@H](C)[C@@H](c2ccccc2)OC1=O	3	-5	0.4	0	6	1	-1	1	2	0
N#Cc1c(-c2ccc(F)cc2)cc(-c2cccnc2)nc1N	-4	-7	-0.8	8	2	2	1	-5	-4	10
COc1ccc(Cl)cc1NC(=O)Cn1c(=O)n2nc(C)nc2c2ccccc21	6	-1	1.3	-6	13	-2	-1	-7	6	4
COc1ccc(-c2[nH]ncc2CN2CCC(OCc3ccccn3)CC2)c(F)c1	-2	4	-3.6	-9	3	-1	1	4	7	-3
CC1(C)CC(=O)N(c2ccc(Cl)c(Cl)c2)C(=O)C1	0	0	-2.6	-3	0	-1	-2	3	-16	-3
O=C(Nc1cccc(Cl)c1)c1ccc(Cn2cc(Cl)cn2)cc1	1	-11	-2.0	-3	1	-7	-1	-2	5	6

2 successive compounds from above:
SMILES	GC-B act	mABHD4 FP	PG9 binder	ARFGAP1 inhibitor	rCAG binder	HTRA1 inhibitor	SMARCA2 act	NPR1 activator	ASAP1 inh	NR1D1 modulator
CN(C(=O)c1ccc2c(c1)CCO2)C(C)(C)C	0	0	0.6	0	-2	/	-6	2	1	2
CN(c1ccccc1)S(=O)(=O)c1cc(C(=O)N2CCN(c3ncccn3)CC2)ccc1Cl	2	-2	1.5	17	1	-5	-1	-1	-13	5

(listing goes on)
SMILES	GC-B act	mABHD4 FP	PG9 binder	ARFGAP1 inhibitor	rCAG binder	HTRA1 inhibitor	SMARCA2 act	NPR1 activator	ASAP1 inh	NR1D1 modulator
COc1ccc(-c2csc(C(O)c3ccccc3)n2)cc1 (stereo unspecified)	-1	-8	0.8	-1	2	/	2	7	11	-4
N/C(Cc1ccc(Cl)cc1Cl)=N\OC(=O)c1ccccc1F	-2	2	-2.3	-6	-5	-9	3	-1	13	1
CC(=O)Nc1ccc(S(=O)(=O)NCCC(=O)N2CCC(Cc3ccccc3)CC2)cc1	0	-5	1.7	-15	2	-2	-1	1	-20	-4
CCOC(=O)c1ccc(Nc2cc(C)nc(-c3ccccc3O)n2)cc1	-8	-6	-2.3	4	10	-16	1	-2	1	38*
COc1ccc(Cl)cc1NC(=O)C1CCN(C(=O)C2CC(=O)N(c3ccc(C)cc3)C2)CC1 (stereo unspecified)	-4	0	0.1	-8	0	6	-2	1	-10	-4
CC(C)OC(=O)COc1cc(O)c2c(=O)cc(-c3ccccc3)oc2c1	-6	0	1.0	2	1	-4	-2	2	-3	-5
